Compound activity as filed in PubChem.
TPT1 inhibitor: inhibitors of Candida albicans tRNA 2'-phosphotransferase TPT1. recombinant caTPT1, FP RNA substrate dephosphorylation. inhibition, % at 5 µM. 0.81% of 300,000 active;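 active = inhibition above the mean of all tested compounds plus 3 SD, set per screening campaign, cut at about 24% in these data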;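 also: plate controls were DMSO alone for no effect and ferristatin control at 100 nM for full effect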
PP5 inh: PP5 (human) phosphatase inhibition; AID 1987; inhibition, % at 6.7 µM; 0.18% of 320,000 active; P53041; purified PP5c, OMFP substrate fluorescence;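 active = inhibition above the campaign's mean inhibition across all tested compounds plus 3 SD, cut at about 9.5% in these data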;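 also: 0% = DMSO only and 100% = 100 µM cantharidin control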
Efflux pump inh: inhibitors of Candida antifungal efflux pumps expressed in yeast; 0.44% of 330,000 active; inhibition, % at 10 µM; S. cerevisiae Candida pump triplex, Nile Red efflux; AID 485275;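 active = plate passing quality check with inhibition over a set limit, or well fluorescence over plate mean plus 4 SD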;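 also: Nile Red retained in pooled yeast measured as flow cytometry median fluorescence; 0% = buffer negative control and 100% = Enniatin B positive control; higher means more Nile Red kept so more efflux inhibition; some compounds called inactive have numbers as strong as hits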
HCV core dimer: HCV core protein dimerization inhibition | TR-FRET GST/Flag-core106 dimerization, 1536-well | 0.33% of 300,000 active | inhibition, % at 5 µM;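 active = inhibition above the mean of all tested compounds plus 3 SD, set per screening campaign, cut at about 45% in these data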
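Material: GST/Flag-tagged HCV core106 proteins. Incubation: 4 h, 22.5 °C incubation. Read-out basis: inhibition (%) from 671 over 617 nm ratio. Measured by: TR-FRET, excitation 340 nm, emission 617 and 671 nm.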
CTSL1 counter: blocks F. hepatica cathepsin L1 in PFM18AAP counter-screen; recombinant F. hepatica cathepsin L1, Z-Leu-Arg-MCA fluorescence; 0.49% of 300,000 active; inhibition, % at 5.96 µM;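 active = inhibition above the mean of all tested compounds plus 3 SD, set per screening campaign, cut at about 17% in these data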;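 also: 0% = plate median of test compound wells and 100% = 1 µM Z-Phe-Ala-diazomethylketone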
PREPL inhibitor: inhibits the human prolyl oligopeptidase-like enzyme | recombinant PREPL, fluorescence polarization activity-based probe | 0.68% of 320,000 active | Q4J6C6 | inhibition, % at 5.96 µM; in the data active = inhibition above about 43%;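 also: 0% = enzyme with DMSO and 100% = wells lacking enzyme; many of its hits are not listed in these tables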
Target sequence (Q4J6C6 whole entry, looked up): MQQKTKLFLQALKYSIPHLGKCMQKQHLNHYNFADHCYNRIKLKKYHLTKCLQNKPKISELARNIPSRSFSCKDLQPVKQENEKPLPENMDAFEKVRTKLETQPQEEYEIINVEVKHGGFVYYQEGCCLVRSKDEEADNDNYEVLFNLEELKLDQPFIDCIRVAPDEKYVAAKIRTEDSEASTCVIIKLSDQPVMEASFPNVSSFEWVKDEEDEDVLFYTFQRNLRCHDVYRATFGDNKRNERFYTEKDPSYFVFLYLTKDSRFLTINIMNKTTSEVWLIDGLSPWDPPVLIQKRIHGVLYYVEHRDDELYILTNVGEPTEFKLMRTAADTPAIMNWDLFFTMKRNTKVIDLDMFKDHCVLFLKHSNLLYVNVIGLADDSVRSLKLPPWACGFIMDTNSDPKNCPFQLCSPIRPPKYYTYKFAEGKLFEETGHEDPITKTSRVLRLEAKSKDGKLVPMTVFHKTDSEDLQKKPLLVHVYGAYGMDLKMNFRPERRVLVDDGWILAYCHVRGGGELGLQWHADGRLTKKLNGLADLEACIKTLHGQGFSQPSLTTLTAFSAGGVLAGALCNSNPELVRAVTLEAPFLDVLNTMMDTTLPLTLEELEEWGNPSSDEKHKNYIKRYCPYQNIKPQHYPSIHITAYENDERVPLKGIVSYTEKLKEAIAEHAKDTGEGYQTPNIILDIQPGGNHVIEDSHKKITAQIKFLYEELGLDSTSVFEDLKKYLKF
PP1 counter: counter-screen for PP5 inhibitors: inhibitors of human PP1-alpha; P62136; AID 2235; inhibition, % at 6.7 µM; 0.9% of 320,000 active; purified PP1alpha, OMFP fluorescence;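 active = inhibition above the mean inhibition of all tested compounds plus 3 SD, computed separately for each screening campaign, cut at about 15% in these data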
LYPLA2 counter: LYPLA2 (human) inhibition in PME1 counter-screen; recombinant LYPLA2, FP-Rh probe fluorescence polarization; inhibition, % at 5.9 µM; 0.38% of 320,000 active; AID 2177;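 active = inhibition above the screen-wide mean plus 3 SD, limit set per campaign, cut at about 26% in these data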;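 also: 0% = LYPLA2 with DMSO and 100% = wells lacking LYPLA2 enzyme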
Target sequence (O95372 whole entry, looked up): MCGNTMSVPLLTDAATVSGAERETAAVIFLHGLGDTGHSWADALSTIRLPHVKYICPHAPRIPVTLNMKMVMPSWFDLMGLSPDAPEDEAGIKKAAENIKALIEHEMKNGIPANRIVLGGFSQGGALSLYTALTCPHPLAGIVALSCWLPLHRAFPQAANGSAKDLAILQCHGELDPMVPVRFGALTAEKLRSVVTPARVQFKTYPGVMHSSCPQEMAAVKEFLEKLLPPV
GASC-1 inh: inhibitors of human GASC-1 (JMJD2C) demethylase; 0.069% of 330,000 active; GST-JMJD2C(1-420) H3K9me3 demethylation, DELFIA europium; inhibition, % at 2.35 µM; Q9H3R0;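 active = more than half of a compound's replicate wells show inhibition beyond 50%, single wells judged on their own value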;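 also: signal counts dimethyl H3K9 product captured on neutravidin plate; 0% = median of DMSO wells and 100% = 0.3 times that DMSO median; strong numbers were not always called active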
Starred values were filed as active, the others as inactive; . = not tested or not shown; & = joins results of further samples.

SMILES | PREPL inhibitor | HCV core dimer | TPT1 inhibitor | LYPLA2 counter | Efflux pump inh | GASC-1 inh | CTSL1 counter | PP1 counter | PP5 inh
CCCN(CC(=O)Nc1ccc(F)c(F)c1F)C(=O)c1ccc(=O)n(Cc2ccccc2)n1 | 9 | 1 | -1 | 2 | 0.0 | -9 | 6 | 0 | 0.6
CN(C)CCN(CC1CCCN(Cc2ccccc2F)C1)C(=O)c1ccc(F)cc1 (stereo not given) | -7 | -5 | -1 | 2 | 0.1 | -1 | -3 | -1 | 3.7
CC(=O)NC1C(=O)N=C(SCC(=O)Nc2c(C)cccc2C)NC1=O (stereo not given) | 10 | 1 | 2 | 1 | 0.1 | 6 | 3 | 0 | -0.9
COc1cc(=O)[nH]c(SC(C)C(=O)Nc2cccc3ccccc23)n1 (stereo not given) | -8 | 5 | -1 | -2 | 0.2 | -9 | -1 | 4 | -0.2
O=[N+]([O-])c1ccccc1N(CC1CO1)S(=O)(=O)c1ccccc1 (stereo not given) | -4 | -4 | -4 | -3 | -0.2 | -4 | 2 | -2 | -1.5
Cn1ncc(C#N)c1NC(=O)C1CC(c2ccc(Cl)cc2)=NO1 (stereo not given) | -2 | -1 | 1 | 1 | 0.3 | 120 | 0 | -4 | 0.0
CC1CCCCN1C(=O)C(Cc1ccccc1)N1C(=O)C2CCCCC2C1=O (stereo not given) | 13 | -3 | -2 | 8 | -0.8 | 5 | -3 | -3 | 1.1
COc1ccc([N+](=O)[O-])cc1N(CC(=O)N(C)C)S(C)(=O)=O | -5 | 1 | 0 | -6 | 0.2 | 10 | -2 | 1 | -1.2
COc1ccc2cc(C#N)c(N3CCN(Cc4nnnn4CCC(C)C)CC3)nc2c1 | 9 | 18 | 2 | 0 | 0.7* | 2&1 | -4 | 4 | 1.7
Cc1ccccc1C(=O)N1CCc2cc(-c3nc(NC(=O)Cc4ccc5c(c4)OCO5)sc3C)ccc21 | 6 | 41 | -1 | -12 | -0.2 | -1 | 0 | 19* | 4.0
COc1ccc(CCN(CC(=O)NC(C)(C)C)C(=O)Cn2nnc(-c3ccc(C)o3)n2)cc1OC | -1 | -2 | -2 | -4 | -0.1 | 1 | 1 | -2 | -2.0
Cc1nc2ccc(NC(=O)Cc3c(F)cccc3Cl)cc2s1 | 7 | -2 | -1 | 0 | -0.1 | 0 | -3 | 0 | -1.5
O=C(COC(=O)c1ccccc1)NC1CCCC1 | -3 | -11 | -3 | 0 | -0.1 | 27 | -1 | 7 | -7.5
O=C1CCCc2nc3c(cc21)C(O)Oc1c-3ccc2ccccc12 (stereo not given) | 12 | 3 | 3 | -7 | 0.1 | 12 | -5 | 8 | -0.6
COc1ccc(CNCCCSc2ncccn2)c(OC)c1 | 14 | 4 | 0 | 11 | -0.2 | 2 | 1 | -2 | -0.8
CCOC(=O)c1c(NC(=O)c2c(C)noc2C)sc2c1CCCCC2 | 19 | 3 | -3 | 8 | -0.1 | -3 | 0 | -1 | -2.8
COc1cccc(NC(=O)CCCOc2cc(=O)n(C)c3ccccc23)c1 | 8 | -1 | -2 | 0 | 0.4 | 0 | 2 | -2 | -0.5
O=C(NC1CCCc2ccccc21)c1cn2ccccc2n1 (stereo not given) | -2 | -2 | -1 | 6 | 0.1 | 4 | -1 | -2 | -1.5
COc1cccc(-c2nnc(SCN3C(=O)c4ccccc4C3=O)n2C)c1 | -6 | 2 | -2 | -7 | 0.0 | -9 | 2 | -1 | 0.1
CCC(=O)Nc1ccc2nn(-c3ccc(F)cc3)nc2c1 | -15 | 3 | 2 | -3 | 0.6 | -6 | -5 | 5 | 0.2
CC1CCC(NC(=O)CN2C(=O)C3CC=CCC3C2=O)CC1 (stereo not given) | 3 | . | . | -5 | -0.1 | 2 | . | -1 | 0.1
CCOC(=O)Nc1ccc2c(c1)N(C(=O)CN1CCN(C)CC1)c1ccccc1CC2 | 0 | -6 | -4 | 4 | -0.2 | 10 | 5 | 0 | 2.9
O=C(Cn1cc(C(F)(F)F)cc(Cl)c1=O)NCc1ccc(F)cc1 | 1 | 6 | 0 | 2 | 0.0 | 6 | 2 | -3 | 0.4
Cc1ccc(NC(=O)c2noc(C(C)C)c2[N+](=O)[O-])cc1 | 0 | 0 | -2 | 7 | 0.1 | -1 | 1 | -1 | 4.0
Cn1c(=O)c2c(nc(Cl)n2CC(=O)N2CCCCC2)n(C)c1=O | -2 | 5 | 3 | 0 | 0.0 | 3 | -1 | -3 | 1.9
COC(=O)c1cc(C(=O)Nc2nc3ccccc3[nH]2)cc([N+](=O)[O-])c1 | 12 | 17 | 4 | -7 | -0.2 | 4 | 1 | 1 | 0.3
C/C(=N\NC(=O)COc1ccccc1)c1cccs1 | 3 | -6 | 1 | -1 | -0.1 | -8 | 1 | -3 | 0.8
O=C(O)CCN1C(=O)c2ccc(NC(=O)COc3ccccc3)cc2C1=O | 11 | 3 | -2 | 2 | 0.2 | 2 | 3 | -8 | 2.0
N#CC1=C(N)Oc2nc(-c3ccccc3)[nH]c2C1c1cccnc1 (stereo not given) | 5 | -13 | 0 | -7 | -0.1 | -2 | 1 | 1 | 2.0
Oc1ccc2ccccc2c1C=Nc1ccc(N2CCOCC2)cc1 | 12 | 0 | 76* | -3 | -0.1 | -5 | 3 | -2 | 2.4
C=CCn1c(=O)/c(=C2/SC(C)=C(C)N2CC)s/c1=C1/C(=O)N(CC)C(=S)N1c1ccccc1 | 17 | -3 | 6 | -3 | -0.1 | -4 | 3 | -2 | -1.6
CCOc1cc(C2C3=C(CCCC3=O)NC3=C2C(=O)CCC3)cc(Cl)c1O | 5 | -6 | -2 | -4 | -0.1 | -11 | 0 | 7 | -1.5
COC(=O)c1cccc(NC(=O)Cc2coc3cc(OC)ccc23)c1 | -11 | 0 | -3 | -3 | -0.1 | 0 | -4 | -4 | 1.6
O=C(c1[nH]nc2c1CCc1ccccc1-2)N1CCN(Cc2ccc3c(c2)OCO3)CC1 | 9 | 3 | 2 | 7 | 0.5 | 14 | 1 | 0 | 2.2
COc1ccc(CN(C)C(=O)c2cc(S(=O)(=O)NCc3ccccc3)ccc2C)c(OC)c1 | 10 | . | . | 8 | -0.3 | -7 | . | -1 | -0.3
O=C1COc2ccc(C(=O)COC(=O)CNS(=O)(=O)c3cccc(F)c3)cc2N1 | 6 | . | . | 8 | 0.0 | 2 | . | -1 | 1.3
Cc1cccc(C(=O)Nc2sc3c(c2C#N)CCCCC3)c1 | 22 | 8 | 2 | -2 | 0.7 | -6 | -3 | 5 | 1.1
O=C(CNC(=O)c1cccs1)N/N=C/c1c(F)cccc1Cl | 4 | -5 | -3 | 2 | 0.0 | 2 | -3 | -2 | 3.6
CCOC(=O)c1ccc(N2C(=O)CC(N3CCCC(C)C3)C2=O)cc1 (stereo not given) | 3 | -2 | 0 | 6 | 0.0 | -2 | 0 | -3 | -0.7
CS(=O)(=O)c1ccc(-n2c(=O)n(Cc3ccccc3)c(=O)c3[nH]cnc32)cc1 | -8 | -1 | 2 | -5 | -0.1 | 1 | -1 | -1 | 0.8
Nc1ccccc1C(=O)NNc1ncc(C(F)(F)F)cc1Cl | 23 | 1 | 0 | -1 | 0.0 | -10 | 2 | -2 | -1.2
CCOc1ccc(NC(=S)N2CCC(C(N)=O)CC2)cc1 | -3 | 6 | -1 | 4 | -0.1 | 4 | -3 | 2 | 2.9
O=C(CNC(=O)c1cccs1)OCC(=O)c1cccs1 | 1 | -1 | -9 | -4 | 0.0 | 15 | -27 | -4 | -0.3
COc1ccccc1C(=O)NCCC(=O)NCC1COc2ccccc2O1 (stereo not given) | 15 | . | . | 2 | 0.2 | -17 | . | -1 | -0.4
Cn1c(SCC(=O)NC2CC2)nnc1-c1ccccc1 | -8 | 2 | -1 | 0 | 0.0 | -5 | 0 | -4 | 1.8
COc1ccccc1CNC(=O)C1CC(=O)N(C2CCCC2)C1 (stereo not given) | 3 | -2 | -6 | 3 | -0.1 | . | 2 | -4 | 1.0
CC(=O)Nc1ccc(S(=O)(=O)NCC(=O)NC(C)c2ccc(S(N)(=O)=O)cc2)cc1 (stereo not given) | -12 | -3 | 0 | -3 | -0.1 | 43 | -3 | 1 | 1.6
COc1cc(CNc2nnnn2C)ccc1OCc1ccc(F)cc1Cl | 28 | 2 | 1 | 3 | 0.0 | 6 | 2 | -3 | 1.3
Fc1ccc(N2CCN(Cc3nnc(-c4ccccc4)o3)CC2)cc1 | 13 | -1 | 0 | -6 | 0.2 | -2 | -6 | -2 | 2.6
CC(C)C(NC(=O)c1ccccc1NC(=O)c1ccccc1)C(=O)NCCCn1ccnc1 (stereo not given) | 1 | -3 | -2 | 29* | 0.0 | 5 | 10 | 2 | 0.7
COCCn1c(SCC(=O)Nc2cc(C)nn2-c2ccccc2)nnc1-c1ccncc1 | 7 | -2 | -5 | 4 | 0.2 | 6 | 2 | 2 | -1.1
Cc1onc(-c2ccccc2)c1C(=O)N/N=C/c1cccs1 | -6 | 0 | 2 | 3 | 0.0 | -1 | 1 | -3 | -0.6
NC(=O)c1cc(S(=O)(=O)N2CCOCC2)ccc1N1CCCC1 | 4 | -8 | 2 | 3 | -0.2 | 10 | 1 | -5 | 0.2
CCC(C)(C)NC(=O)C1c2ccccc2Oc2ccccc21 | 4 | 3 | -7 | -4 | 0.0 | -10 | 4 | -1 | 1.0
CSc1nc(N)n(-c2cc(C(F)(F)F)ccn2)n1 | 8 | -5 | -2 | -3 | -0.4 | -4 | -2 | 3 | 3.1
C[N+]1(CCNC(=O)/C=N/O)CCCCC1 | 3 | -2 | -4 | 0 | 0.0 | -21 | 1 | -3 | 0.9

Remaining list, next part
SMILES | PREPL inhibitor | HCV core dimer | TPT1 inhibitor | LYPLA2 counter | Efflux pump inh | GASC-1 inh | CTSL1 counter | PP1 counter | PP5 inh
O=C(CSc1nc(-c2ccccc2)nc2c1Cc1ccccc1O2)Nc1ccccc1 | -13 | -1 | -1 | -2 | 0.2 | 6 | -3 | 2 | 2.8
Cc1nn(Cc2ccccc2)c(C)c1C(=O)Nc1ccc(N2CCOCC2)cc1 | 9 | -11 | 0 | -2 | -0.1 | 8 | 3 | -4 | 1.6
O=C(COc1ccccc1)Nc1ccncc1 | -1 | -1 | 1 | 1 | -0.1 | 3 | -3 | -4 | -1.4
O=C(NC1CC1)C1=C[C@@H](c2ccccc2)C[C@@H](OCc2ccc(CO)cc2)O1 | 8 | 2 | 1 | 3 | 0.0 | 1 | -4 | 2 | 1.8
Cc1ccc(Cl)cc1N1CCN(C(=O)Cc2c(C(=O)O)[nH]c3ccc(Cl)cc23)CC1 | 4 | 24 | -3 | 4 | 0.4 | 38 | 8 | 8 | 2.6
[O-][n+]1ccccc1SC/C=C/c1ccccc1 | -1 | 0 | -1 | 1 | 0.0 | -6 | 6 | -2 | 1.0
CCN(CC(=O)NCc1ccc(Cl)cc1)C(=O)NCc1ccc(Cl)cc1 | -12 | 6 | -1 | 1 | -0.3 | 4 | -2 | -1 | 0.6
CCOC(=O)c1ccc(NC(=O)CCCN2C(=O)NC3(CCCC3)C2=O)cc1 | 0 | . | . | 3 | 0.0 | 18 | . | -5 | 1.1

An excerpt. The share of hits here may be higher or lower than overall.
